# From PubChem
# Nrf2 block = Nrf2 qHTS screen for inhibitors | Potency, µM (series often up to 46 µM), for the others: at the highest dose activity change, negative = inhibition, most hits filed as inhibitors | A549 ARE-Fluc reporter, luciferase luminescence, 18-24 h | AID 504444, 2011 | hit rate 2.1% among 360,000; further: potency means the concentration at half of the fitted maximal effect; on the % scale 0 is the no-effect control and ±100 the full control effect; nearly all actives have a fitted effect of over 60% in size
#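 A549 ARE_Fluc cells (5000/well, 5% FBS OPTI-MEM) pre-incubated 2 h, then treated with compounds 18-24 h at 37C/5% CO2 in concentration-response. CellTiter-Fluor viability read first; BugLite luciferase luminescence after 15 min at room temperature gives Nrf2 activity.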
# HepG2 tox = qHTS for Inhibitors of TGF-b: Cytotox Counterscreen | HepG2 CAGA-GFP viability, ATP luminescence, 18 h | Potency, µM (top dose mostly 46.1 µM), for the others: top-dose activity change, negative = cytotoxicity, hits mostly cytotoxic | hit rate 0.76% among 410,000 | AID 588856, 2011; further: potency means the concentration at half of the fitted maximal effect; some results filed as inactive show a strong effect at the top dose
#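 CellTiter-Glo luminescence gave cytotoxicity after 18 hours at 37 degrees C. The cells were HepG2 CAGA-GFP in 1% FBS DMEM, stimulated with 500 pg/mL TGF-beta after compound addition. %Activity was normalised to no-cell wells (complete cell-killing) and DMSO (no toxicity), and curves were fitted and classified.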
# Nrf2 activator = qHTS of Nrf2 Activators | AREc32 ARE-luciferase reporter (MCF7-derived line), luminescence, 24 h | Potency, µM (titrated, usually from 46.1 µM), without a hit: at the top dose activation, usual class: activators | hit rate 0.31% among 410,000 | AID 624171, 2012; further: potency means the concentration at half of the fitted maximal effect; % of control where 0% means no effect; nearly all actives have a fitted effect of over 65% in size
#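 Quantitative high-throughput format: AREc32 reporter cells, 1000 per well, received compound by pin transfer and were incubated 24 hr at 37 deg C, 5% CO2, before Steady-Glo luminescence detection.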
# CCT modulator = High-Throughput Screening for Modulators of Cytosolic Chaperonin Activity; activity change, % (no concentration beside the values), hits read low; hit rate 0.3% among 360,000; AID 651819, 2012; purified chaperonin ATPase assay, HTRF ADP detection, 30 min; in the data active means activity change below about -30%; further: on the % scale 0 is the no-effect control and ±100 the full control effect
#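 Enzyme 40 or 20 nM (batch-dependent) in Tris pH 7.4/KCl/MgCl2/DTT; cpd 76 uM single point; ATP 10 uM; 30 min 37 °C; Transcreener ADP HTRF detection, 30 min RT; ratio 665/615.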
# TGFb inhibitor = qHTS for Inhibitors of TGF-b; HepG2 CAGA-GFP TGF-b/SMAD3 reporter, GFP fluorescence, 18 h; TGF-beta stimulated, 500 pg/mL final; Potency, µM (top dose mostly 46.1 µM), for inactives: at the top dose activity, negative = inhibition, usual class: inhibitors; hit rate 1.2% among 410,000; further: potency means the concentration at half of the fitted maximal effect; on the % scale 0 is the no-effect control and ±100 the full control effect; nearly all actives have a fitted effect of over 65% in size
#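 Using HEPG2 CAGA-GFP reporter cells at 1000 cells/well, we pinned test compounds, stimulated with recombinant TGF-beta (500 pg/mL final) and measured total well GFP after 18 h.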
# Akt phos inh = HTS Assay for Inhibitors of Akt Phophorylation: Primary Screen; Neuro2A IGF-stimulated pAkt S473 HTRF, 20 min; stronger effect = lower value; activity change, % for hits at 50 µM; hit rate 0.32% among 360,000; AID 651550, 2012; in the data active means activity change below about -80%; inconclusive means mostly about -51% to -80%; further: on the % scale 0 is the no-effect control and ±100 the full control effect
#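 Neuro2A cells in DMEM with 0.5% FBS, overnight at 37 deg C, given compound at single 50 µM final, then IGF (6 nM final) for 20 min at 37 deg C. Lysed; phospho-Akt Ser473 by HTRF after 24 h, 665/615 ratio.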
# A549 tox = Nrf2 qHTS screen for inhibitors: counterscreen for cytotoxicity; A549 ARE-Fluc cells, CellTiter-Fluor viability, 18-24 h; Potency, µM (series often up to 46 µM), without a hit: at the top dose activity change, negative = cytotoxicity, most hits filed as inhibitors; hit rate 0.16% among 390,000; further: potency means the concentration at half of the fitted maximal effect; on the % scale 0 is the no-effect control and ±100 the full control effect
#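 A549 ARE_Fluc cells in 5% FBS OPTI-MEM were exposed to compounds in concentration-response for 18-24 h at 37 deg C. Viability was read by CellTiter-Fluor fluorescence (Ex 405/Em 525) after 30 min, before the luciferase read.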
# S2 tox = Viability Counterscreen for Primary qHTS for Inhibitors of ATXN expression; S2 cells (HEK-293 line with an ATXN2-luciferase reporter) viability, CellTiter-Fluor protease fluorescence, 24 h; Potency, µM (doses to about 56.7 µM), actives largely listed as cytotoxic; hit rate 0.49% among 400,000; further: potency means the concentration at half of the fitted maximal effect; nearly all actives have a fitted effect of over 40% in size
# Mm-Cpn inhibitor = Inhibitors of TCP-1 ring complex (TRiC) of Methanococcus maripaludis (MmCpn): qHTS | Chaperonin Mm-Cpn (Methanococcus maripaludis) | purified Mm-Cpn ATPase, ADP Transcreener TR-FRET | Potency, µM (highest dose often 76.9 µM), inactives show top-dose activity, negative = inhibition, actives largely listed as inhibitors | hit rate 0.031% among 330,000 | AID 504842, 2011; further: potency means the concentration at half of the fitted maximal effect; on the % scale 0 is the no-effect control and ±100 the full control effect; nearly all actives have a fitted effect of over 80% in size
#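 25 nM Mm-CPN + cpd, 10 min 37°C; + 10 uM ATP, 30 min 37°C; buffer 30 mM Tris pH 7.4, 100 mM KCl, 5 mM MgCl2, 1 mM DTT; Transcreener ADP HTRF detection 30 min RT.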
# * = called active by the depositor; i = inactive; ? = inconclusive; / = no result given; & = joins results of further samples; [ ] = remark or other dose. Unless noted, the call rests on the fitted dose curve; in most records, active means well fitted curve in the direction sought with a large enough effect; inconclusive means small, poorly fitted or top-dose-only effect, or another doubt; inactive means no such curve, though single readings can be large; an effect the other way counts as inactive or inconclusive. Outcome played no part in choosing rows, and some 4.4% of all compounds hit somewhere here.
SMILES,Nrf2 block,HepG2 tox,Nrf2 activator,CCT modulator,TGFb inhibitor,Akt phos inh,A549 tox,S2 tox,Mm-Cpn inhibitor
COc1ccc(S(=O)(=O)N2CCOC2CNC(=O)C(=O)NCc2ccncc2)cc1 (stereo unspecified),2.4%,-10.2%,0.1%,-1.8,-8.7%,i,-1.5%,?,-3.9%
O=C(COC(=O)CCN1C(=O)c2cccc([N+](=O)[O-])c2C1=O)NC1CCS(=O)(=O)C1 (stereo unspecified),2.6%,-15.3%,-0.4%,0.5,6.0%,i,1.5%,i,0.3%
Cc1cc(S(=O)(=O)NCc2ccccc2)ccc1OCC(=O)Nc1cccc([N+](=O)[O-])c1,?,1.3%,8.9%,-0.2,-20.3%,i,?,i,1.1%
CN(CC1CCCN(CCc2cccc(C(F)(F)F)c2)C1)C(=O)c1cc2ccccc2o1 (stereo unspecified),?,-82.3%,0.0%,-4.9,12.6µM*,/,1.9%,?,-1.6%
O=C(O)CCC(=O)Nc1ccc(/C=C/C(=O)C2CC2)cc1,3.5%,2.9%,-0.1%,-1.9,4.3%,i,0.0%,i,-0.2%
Cc1ccc(NS(=O)(=O)c2cc(Br)cnc2N)c(Cl)c1,-10.3%,3.8%,-0.5%,1.3,-9.9%,i,2.4%,i,3.6%
Cc1ccc(C(=O)NNC(=O)CSc2nnc3c(n2)[nH]c2ccc(F)cc23)cc1,0.9%,-23.2%,0.1%,-0.8,1.1%,i,-1.6%,?,2.3%
Cc1coc2c(C)c3oc(=O)c(CCC(=O)NCCCn4ccnc4)c(C)c3cc12,5.6%,-19.7%,-0.3%,-0.3,?,i,6.8%,i,0.0%
O=C(COc1ccc(S(=O)(=O)N2CCCC2)cc1)NCc1cccnc1,-3.1%,-27.9%,0.4%,0.8,?,i,-3.9%,i,-1.1%
Cn1cccc1CC(=O)NNC(=O)Nc1ccc(Cl)cc1,-19.5%,-20.8%,-0.2%,0.3,0.8%,i,8.7%,i,-4.1%
COc1ccc(N(CC(=O)NCCSc2ccccn2)S(=O)(=O)c2ccc(C)cc2)cc1OC,-6.8%,-9.9%,-0.4%,-3.3,16.5%,i,3.3%,i,0.3%
COc1ccccc1CCNC(=O)c1cnn2c(C(F)F)cc(C)nc12,-26.6%,1.6%,2.5%,-0.4,0.0%,i,-3.9%,i,-0.5%
Cc1nc(=O)c(-c2ccccc2)c(C)n1-c1ccc(C(=O)O)cc1,9.4%,-4.8%,-0.6%,0.0,0.1%,i,-6.9%,i,0.1%
Cn1c(NC(=O)c2cccc(C(F)(F)F)c2)cc(=O)n(C)c1=O,3.5%,-2.8%,?,0.3,7.7%,i,-2.3%,i,1.0%
COC(=O)CN1C(=O)[C@H]2[C@@H](c3ccc(C)o3)N3C(=O)CN(CC4CC4)C(=O)[C@@]3(C)[C@H]2C1=O,-1.8%,9.0%,-1.1%,0.8,17.7%,i,-7.0%,i,-0.2%
CC(C)Cn1cnc2c1c(=O)[nH]c(=O)n2Cc1ccccc1,-19.7%,0.6%,1.1%,0.4,15.2%,i,-14.3%,i,1.1%
CC1CCN(S(=O)(=O)c2ccc3c(c2)N(CC(=O)NC(C)(C)C)C(=O)CS3)CC1,7.4%,-2.5%,-0.4%,/,-6.3%,/,5.5%,i,/
O=C(CSc1cccc[n+]1[O-])c1ccc(Cl)s1,-5.7%,-20.2%,14.9%,-0.1,3.7%,i,3.1%,i,0.3%
CC(=O)Nc1cc2c3c(c1)CC(=O)N3CCC2,3.6%,10.4%,-0.5%,1.3,8.8%,/,-2.6%,i,-1.7%
O=C(CCN1C(=O)/C(=C/c2cccs2)SC1=S)Nc1ccc(C(=O)O)cc1,1.2%,5.8%,-0.6%,-1.8,29.6%,i,-0.7%,i,1.1%
CC(NC(=O)OC(C)(C)C)C(=O)Oc1cc2oc(=O)cc(-c3ccccc3)c2cc1Cl (stereo unspecified),-22.4%,-2.9%,0.2%,0.5,8.8%,i,1.0%,/,-3.0%
CCCCC[C@H]1CN(C2CCCCC2)C(=O)[C@@H]1CC(=O)NCc1ccc(OC)cc1,-2.6%,3.4%&-29.4%,-0.1%,-4.2,?,i,-14.1%,?,-14.4%
COc1ccc(N2CCN(S(=O)(=O)c3cc(Br)cc4c3N(C(=O)C3CC3)CC4)CC2)cc1,-12.6%[9.27 µM],-15.1%,-0.9%,/,-11.8%,/,-9.1%,i,/
COc1ccc(-c2cc(C3CCN(c4cc(Cl)nc(N)n4)CC3)[nH]n2)cc1,13µM*,-29.5%,-0.4%,-2.1,?,i,?,?,-0.9%
CC(C)(C)S(=O)(=O)Cc1nc(-c2ccc(Cl)c(Cl)c2)cs1,?,12.4%,4.4%,-0.4,-9.1%,i,1.1%,i,-0.4%
COc1ccccc1CCC(=O)NNC(=O)c1ccncc1,1.4%,5.7%,1.7%,-4.8,6.8%,i,-3.7%,i,-1.4%
CC(Oc1ccccc1Cl)C(=O)N1CCCN(C)CC1 (stereo unspecified),-13.8%,0.9%,0.5%,0.4,12.0%,i,13.3%,i,2.9%
CCOc1ccc(NC(=O)C2CCN(S(=O)(=O)c3ccc4c(c3)NC(=O)C(C)S4)CC2)cc1 (stereo unspecified),14.6µM*,-28.2%,2.2%,1.4,-9.5%,i,-13.6%,i,-3.1%
COc1ccc(CCNC(=O)c2cc(=O)c3cc(C)cc(C)c3o2)cc1OC,?,4.1%,1.3%,/,0.1%,/,-0.7%,i,/
Cc1ccc2nc(NC(=O)COC(=O)c3ccccn3)sc2c1,?,4.2%,0.6%,0.0,13.2%,i,-11.6%,i,0.3%
CO/N=C(/CN1CCCCC1)c1ccc(Cl)cc1,-0.8%,3.4%,-0.6%,-1.1,40.5%[activator],i,3.7%,i,0.5%
COc1cccc(C(=O)N(c2ccc(OC)cc2OC)C2C=CS(=O)(=O)C2)c1 (stereo unspecified),-21.4%,-13.7%,-0.1%,0.9,0.5%,i,4.3%,i,1.8%
COc1ccccc1CN(C)C(=O)c1ccc2c(c1)NC(=O)CS2,-12.2%,-10.5%,0.0%,-2.7,0.1%,i,-8.0%,i,0.5%
Cc1ccccc1-c1noc(-c2cc3ccccc3oc2=O)n1,?,-23.2%,19.1%,/,45.7%[activator],/,3.9%,/,/
Cc1ccc(N2CC(NC(=O)C(=O)c3c(C)[nH]c4ccccc34)CC2=O)cc1 (stereo unspecified),7.0%,-0.6%,0.8%,1.1,-18.8%,i,-0.6%,i,-2.5%
COC(=O)c1ccccc1NC(=O)c1ccccc1NS(C)(=O)=O,-8.6%,-32.5%,-0.2%,-4.9,-0.4%,i,7.5%,i,-0.4%
CCNC(=O)COC(=O)c1cc(S(=O)(=O)N2CCCCC2)ccc1C,-27.1%,5.9%,-0.1%,-1.3,-1.2%,i,0.2%,i,3.4%
COc1ccc2c(Sc3ccc(C)cc3)c(C(=O)NC(C)C)[nH]c2c1,23.1µM*,-15.4%,-0.1%,/,-2.4%,/,-2.3%,i,/
O=C(CN1CCCCC1)N1CCCc2c1c(=O)oc1ccc(OCc3ccccc3)cc21,7.4%,-46.3%,3.4%,-1.9,-12.0%,-119.3%*,-4.5%,i,1.6%
CCn1ccnc1CN1CCN(CC=C(C)C)C(CCO)C1 (stereo unspecified),11.9%,0.1%,-0.4%,1.2,-4.0%,i,-3.1%,i,1.6%
COc1ccccc1/C=C/C(=O)NCC(=O)N/N=C/c1ccc2c(c1)OCO2,-13.4%,-21.0%,2.8%,0.6,-27.2%,i,-22.2%,i,0.2%
Cc1c(C(=O)Nc2ccc(F)cc2)oc2ccc(S(=O)(=O)N3CCC4(CC3)OCCO4)cc12,/,2.4%,4.1%,0.3,-7.8%,i,-2.2%,i,-9.9%
CSc1ccc(S(=O)(=O)N2CCC(C(=O)Nc3cccnc3)CC2)cc1,?,-22.8%,3.0%,-1.2,-3.4%,i,7.5%,i,1.7%
NC(=O)c1oc2ccccc2c1NC(=O)c1ccc([N+](=O)[O-])o1,?,-31.1%,?,0.2,7.08µM*,i,-15.1%,?,-0.8%
CCN(CC)S(=O)(=O)c1ccc2c(c1)c(=O)c(C(=O)NCCCN(C)c1ccccc1)cn2C,-23.3%,-41.5%,0.0%,-0.7,-5.3%,i,-16.3%,i,-12.6%
COc1ccc(CN2CCNC(=O)C2CC(=O)NC2CCCC2)cc1OC (stereo unspecified),1.6%,19.0%,3.0%,-1.5,7.3%,i,1.2%,i,1.8%
Cc1cc(C)c(Cn2c(C3CC(=O)N(c4ccc(F)cc4)C3)nc3ccccc32)c(C)c1 (stereo unspecified),?,-22.4%,3.3%,/,?,/,?,i,/
CCOC(=O)c1ccccc1NS(=O)(=O)c1cnn(CC)c1C,12.3%,-12.5%,0.0%,-1.4,2.6%,i,3.2%,i,-0.4%
O=C(CCc1ccccc1Cl)Nc1ccc(S(=O)(=O)N2CCOCC2)cc1,?,-13.7%,-0.6%,0.9,-1.6%,i,1.7%,i,4.7%
O=C(NCCCN1CCCC1=O)C1CCN(S(=O)(=O)c2ccc(Cl)cc2)CC1,-6.4%,-13.0%,-0.1%,0.3,-8.5%,i,5.4%,i,-1.6%
